Pol beta inh: blocks human DNA polymerase beta activity; P06746; Pol beta primer extension/strand displacement, fluorescence kinetic; Potency, µM (top dose mostly 114 µM), for the others: top-dose activity change, negative = inhibition, usual class: inhibitors; hit rate 1.3% among 340,000; also: potency is read from the fitted curve at half-maximal effect; % is scaled to controls: 0 for no effect and ±100 for the full control effect
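Reaction started by 50 nM substrate onto compound-treated Pol beta (10 nM, 15 min preincubation, room temperature); plates read at 0 min and 10 min. Normalized concentration-effect data fitted by four-parameter Hill equation.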
POLK inh: blocks human DNA polymerase kappa activity; Q9UBT6; purified Pol kappa, fluorescent DNA synthesis assay, 10 min; Potency, µM (highest dose often 107 µM), without a hit: at the top dose activity, negative = inhibition, hits mostly inhibitors; hit rate 0.53% among 400,000; AID 588579; also: potency is read from the fitted curve at half-maximal effect; % is scaled to controls: 0 for no effect and ±100 for the full control effect
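Here, compound and 10 nM enzyme are combined for 15 min at room temperature; adding 50 nM substrate (final) starts DNA synthesis, tracked by fluorescence at 0 and 10 min against buffer-only wells.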
Anesthetic bind: binds horse apoferritin like a general anesthetic. hit rate 0.074% among 350,000. AID 485281. apoferritin/1-aminoanthracene competitive binding, fluorescence. Potency, µM (series often up to 77.5 µM), for the others: at the top dose activity change, negative = displacement, most hits filed as inhibitors; also: potency is read from the fitted curve at half-maximal effect; % is scaled to controls: 0 for no effect and ±100 for the full control effect; nearly all actives have a fitted effect of over 20% in size
Target sequence (P02791 2-175 limits assumed): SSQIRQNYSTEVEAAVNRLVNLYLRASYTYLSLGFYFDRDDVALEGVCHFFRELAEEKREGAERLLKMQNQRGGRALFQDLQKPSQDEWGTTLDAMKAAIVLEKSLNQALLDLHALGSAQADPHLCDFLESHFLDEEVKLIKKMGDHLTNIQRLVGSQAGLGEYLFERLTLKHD
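Horse-spleen apoferritin (10 uM) was mixed with 50% saturated 1-aminoanthracene in PBS, exposed to compounds for 10 min at room temperature, and read for fluorescence (ex 380 nm, em 535 nm). Competitive displacement was fitted with a four-parameter Hill equation.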
Pol eta inh: blocks human DNA polymerase eta activity; AID 588591; hit rate 1.2% among 390,000; recombinant Pol eta, fluorescent DNA replication assay; Q9Y253; Potency, µM (series often up to 114 µM), for the others: at the highest dose activity change, negative = inhibition, hits mostly inhibitors; also: potency is read from the fitted curve at half-maximal effect; % is scaled to controls: 0 for no effect and ±100 for the full control effect
Target sequence (Q9Y253 whole entry, looked up): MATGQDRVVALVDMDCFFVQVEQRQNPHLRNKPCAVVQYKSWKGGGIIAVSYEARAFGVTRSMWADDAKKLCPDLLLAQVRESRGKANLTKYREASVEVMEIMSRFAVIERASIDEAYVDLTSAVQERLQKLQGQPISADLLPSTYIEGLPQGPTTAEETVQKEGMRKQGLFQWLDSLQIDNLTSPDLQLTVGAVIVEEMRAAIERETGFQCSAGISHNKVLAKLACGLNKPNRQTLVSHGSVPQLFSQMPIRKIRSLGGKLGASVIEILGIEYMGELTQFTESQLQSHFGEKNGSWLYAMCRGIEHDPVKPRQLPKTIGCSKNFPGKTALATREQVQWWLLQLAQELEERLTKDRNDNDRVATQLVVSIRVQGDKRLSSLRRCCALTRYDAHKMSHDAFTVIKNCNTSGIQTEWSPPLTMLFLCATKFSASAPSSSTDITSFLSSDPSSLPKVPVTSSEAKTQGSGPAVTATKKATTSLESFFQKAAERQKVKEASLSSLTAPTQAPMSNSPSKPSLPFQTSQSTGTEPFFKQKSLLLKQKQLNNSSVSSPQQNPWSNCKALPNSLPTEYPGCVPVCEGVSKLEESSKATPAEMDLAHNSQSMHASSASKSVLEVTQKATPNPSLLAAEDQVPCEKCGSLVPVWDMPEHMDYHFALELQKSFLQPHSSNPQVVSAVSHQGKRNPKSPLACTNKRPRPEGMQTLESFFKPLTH
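Pol eta (10 nM) was preincubated with compounds for 15 min at room temperature, after which fluorescent replication substrate (50 nM final) was added to start the reaction. Fluorescence was read kinetically at 0 and 10 min.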
LDHA block: blocks human lactate dehydrogenase A. P00338. purified LDHA, NADH/diaphorase-resazurin fluorescence; hits give low values. activity change, % (values are at about 110 or 230 µM). hit rate 0.15% among 480,000. AID 1347041; in the data active = activity change below about -30%; inconclusive = mostly about -25% to -30%;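 also: plate controls were DMSO wells for no effect and wells without enzyme for full effect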
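Resorufin fluorescence (ex540/em590), read at 0 and 20 min after diaphorase/resazurin addition, reports the NADH left after a 5 min room-temperature reaction of 2 nM human LDH5 with 0.06 mM NADH and 0.2 mM pyruvate.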
BLM helicase inh: Bloom syndrome helicase (human) inhibition. P54132. recombinant BLM DNA unwinding, fluorescence dequenching. Potency, µM (top dose mostly 56.1 µM), inactives show at the highest dose activity change, negative = inhibition, hits mostly inhibitors. hit rate 0.2% among 350,000;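 also: potency is read from the fitted curve at half-maximal effect; plate controls were vehicle for no effect and no enzyme for full effect; nearly all actives have a fitted effect of over 35% in size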
Pol iota inh: DNA polymerase iota (human) inhibition. Q9UNA4. Pol iota fluorescent replication assay, 10 min. Potency, µM (top dose mostly 115 µM), for inactives: at the top dose activity, negative = inhibition, hits mostly inhibitors. hit rate 1% among 390,000; also: potency is read from the fitted curve at half-maximal effect
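Fluorescent replication assay read twice, at 0 min and 10 min after adding 50 nM (final) substrate. Enzyme (10 nM) and compounds were first incubated 15 min at room temperature; enzyme-free buffer wells were negative controls.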
GRP78 ERSR act: induces the endoplasmic reticulum stress response in human glioma cells; U87-MG GRP78 promoter luciferase reporter, 16 h; Potency, µM, for the others: top-dose activation, most hits filed as activators; hit rate 0.02% among 420,000; AID 602332; also: potency is read from the fitted curve at half-maximal effect; series mostly up to about 76 µM; % of control where 0% means no effect; nearly all actives have a fitted effect of over 35% in size
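Stably transfected U87-MG human glioma cells carrying a GRP78-based luminescent sensor were seeded at 1000 cells/well, pin-dosed with compounds and incubated 16 h. Luciferase reagent was then added, and end-point luminescence was read after 10 min at room temperature.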
APE1 inh: APE1 (human) endonuclease inhibition; recombinant APE1, TAMRA/BHQ-2 abasic DNA cleavage fluorescence; Potency, µM (titrated, usually from 65.8 µM), for the others: top-dose activity change, negative = inhibition, actives largely listed as inhibitors; hit rate 0.35% among 350,000;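 also: potency is read from the fitted curve at half-maximal effect; plate controls were vehicle for no effect and reference inhibitor for full effect; nearly all actives have a fitted effect of over 55% in size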
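Quantitative HTS: incision of a TAMRA/BHQ-2 double-stranded substrate bearing a tetrahydrofuran abasic site by 0.75 nM APE1 raises fluorescence. Substrate 50 nM final, added after 15 min compound preincubation at room temperature; progress as third-minus-first kinetic read difference.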
* marks the source's active call; other numbers are inactive results; ? = inconclusive; nt = no result given; & = joins results of further samples; [ ] = dose if it differs, or a comment. Unless noted, calls follow the shape of the dose curve; as a rule, active = well fitted curve in the direction sought with a large enough effect; inconclusive = small, poorly fitted or top-dose-only effect, or another doubt; inactive = no such curve, though single readings can be large; an effect the other way counts as inactive or inconclusive.

Start of the listing, in advance:
Values run as follows: APE1 inh	GRP78 ERSR act	LDHA block	Anesthetic bind	Pol iota inh	Pol eta inh	POLK inh	BLM helicase inh	Pol beta inh
> O=C(Nc1cc(S(=O)(=O)N2CCOCC2)ccc1N1CCCC1)c1ccc(Cl)cc1
    6%	-2%	-3	nt	16%	-6%	-14%	nt	nt
> Cc1ccccc1N1CCN(S(=O)(=O)c2nnc(NC(=O)c3ccco3)s2)CC1
    8%	3%	-9	-11%	?	?	-10%	-7%	15%
> Cc1cccc(C2c3[nH]c4ccccc4c3CCN2C(=O)c2cc(C(C)C)nc(N)n2)n1 (stereo not given)
    2%	-4%	2	?	55%[activator]	-11%	-6%	-3%	4%
> ON=C1c2ccccc2-c2ccc(F)cc21
    nt	1%	7	nt	11%	1%	1%	nt	nt
> CC1CCCCN1CCNC(=O)C1CCN(S(=O)(=O)N2CCCCC2)CC1 (stereo not given)
    0%	-1%	-5	-6%	?	-12%	-8%[60.1 µM]	1%	28%
> CC(NS(=O)(=O)c1ccc(Cl)c(Cl)c1)C(=O)Nc1cccnc1 (stereo not given)
    15%	-2%	-9	nt	39%[activator]	2%	-16%	nt	nt
> O=C(CCc1ccccc1)n1nc(-c2ccccc2)nc1NCc1ccco1
    3%	0%	0	-2%	26%	-10%	-5%	-4%	13%

The list itself (from the top)
Values run as follows: APE1 inh	GRP78 ERSR act	LDHA block	Anesthetic bind	Pol iota inh	Pol eta inh	POLK inh	BLM helicase inh	Pol beta inh
> O=C(Nc1cc(S(=O)(=O)N2CCOCC2)ccc1N1CCCC1)c1ccc(Cl)cc1
    6%	-2%	-3	nt	16%	-6%	-14%	nt	nt
> Cc1ccccc1N1CCN(S(=O)(=O)c2nnc(NC(=O)c3ccco3)s2)CC1
    8%	3%	-9	-11%	?	?	-10%	-7%	15%
> Cc1cccc(C2c3[nH]c4ccccc4c3CCN2C(=O)c2cc(C(C)C)nc(N)n2)n1 (stereo not given)
    2%	-4%	2	?	55%[activator]	-11%	-6%	-3%	4%
> ON=C1c2ccccc2-c2ccc(F)cc21
    nt	1%	7	nt	11%	1%	1%	nt	nt
> CC1CCCCN1CCNC(=O)C1CCN(S(=O)(=O)N2CCCCC2)CC1 (stereo not given)
    0%	-1%	-5	-6%	?	-12%	-8%[60.1 µM]	1%	28%
> CC(NS(=O)(=O)c1ccc(Cl)c(Cl)c1)C(=O)Nc1cccnc1 (stereo not given)
    15%	-2%	-9	nt	39%[activator]	2%	-16%	nt	nt
> O=C(CCc1ccccc1)n1nc(-c2ccccc2)nc1NCc1ccco1
    3%	0%	0	-2%	26%	-10%	-5%	-4%	13%
> Cc1ccc2c(c1)C(=O)CCCCC(=O)N2
    -6%	-2%	-3	-7%	-3%	-5%	-2%	-1%	-1%
> Cc1cc2c(OCC(O)CN3CCCC3)cccc2[nH]1 (stereo not given)
    -2%	-2%	5	-10%	56%[activator]	-17%	-2%	-7%	-4%
> CC1=CC(C)(C)N(S(=O)(=O)c2ccc(C)cc2)c2cc(C)ccc21
    -4%	-6%	-4	134%[activator]	-12%	-8%	-5%	-10%	-2%
> COc1ccc(S(=O)(=O)Nc2cccc3c2O[C@H](CN(C)C(=O)NC(C)C)[C@@H](C)CN([C@H](C)CO)C3=O)cc1
    -4%	-4%	-4	nt	-13%	-2%	-8%	nt	nt
> COC(=O)c1ccc(NC(=O)C(=O)N2CCN(C(=S)Nc3ccc(C)cc3)CC2)cc1
    -8%	-4%	-10	-20%	13%	-5%	-2%	-3%	-8%
> Cc1nn(S(=O)(=O)c2ccccc2)c(C)c1S(=O)(=O)N1CCOCC1
    73%[activator]	-8%	-1	-5%	19%	-20%	4%	2%	33%
> O=C(NCCC(=O)N1CCN(S(=O)(=O)c2ccccc2)CC1)c1ccc(Br)cc1
    49%[activator]	-3%	-5	nt	12%	-18%	-1%	nt	nt
> CC(C)Cc1nnc(NS(=O)(=O)c2ccc([N+](=O)[O-])cc2)s1
    18%	-8%	3	-13%	131%[activator]	-11%	7%	-1%	32%
> CCC(=O)N1CCc2cc(S(=O)(=O)CCC(=O)O)ccc21
    7%	-3%	1	-5%	7%	-13%	-8%	1%	?
> CC(C)(C)C(=O)CSc1nccc(=O)[nH]1
    14%	-3%	1	?	15%	-7%	-4%	1%	23%
> Cn1cnc(S(=O)(=O)Nc2cc(-c3ccc(Cl)cc3)nn2C)c1
    1%	-2%	-9	4%	20%	-13%	1%	-1%	21%
> NNc1nnc2c3cc(F)ccc3n(Cc3ccccc3)c2n1
    -3%	-5%	-1	-13%	31%[activator]	-10%	2%	1%	-28%
> CCOc1ccc(S(=O)(=O)Nc2ccc(C(=O)N/N=C/c3c(C)nn(-c4ccccc4)c3N3CCCC3)cc2)cc1
    20%	3%	-2	-11%	11%	-2%	-12%	-17%	30%
> CC1(C)Cc2ccccc2-c2c1c(=O)n(Cc1ccccc1)c1nnnn21
    4%	-4%	-1	-7%	-9%	-11%	5%	-3%	5%
> CCOC(=O)C1=C(C)NC(=O)NC1c1ccc(N2CCC(c3ccccc3)=N2)cc1 (stereo not given)
    ?	2%	2	134%[activator]	-4%	-9%	-1%	-3%	-3%
> COC(=O)c1[nH]c(C)c(/C(O)=C2\C(=O)C(=O)N(CCN3CCOCC3)C2c2ccc(C)o2)c1C (stereo not given)
    -4%	-2%	-1	-16%	141%[activator]	-4%	0%	2%	-14%
> COc1ccc(C(=O)N(Cc2ccco2)Cc2ccco2)cc1
    nt	-3%	-4	-20%	23%	-23%	-13%	1%	-18%
> CS(=O)(=O)N(Cc1ccc(C(=O)NN=C2CCCCCC2)cc1)c1ccccc1
    -1%	0%	-1	-9%	10%	-8%	-14%	0%	2%
> CCOC(=O)/C(=C/c1ccc(OC(F)F)cc1)C1=Nn2c(nnc2-c2ccc(Cl)cc2)SC1
    nt	-14%	-2	nt	?	-9%	-11%	nt	nt
> COc1ccccc1N1CCN(c2cc(=O)n(-c3ccccc3Cl)c(=O)[nH]2)CC1
    -4%	-3%	8	-13%	27%	-13%	1%	-2%	29%
> COc1ccc(CCN2C(=NC(=O)CCC(=O)O)SC3CS(=O)(=O)CC32)cc1OC (stereo not given)
    -6%	-3%	-10	-7%	20%	-1%	-3%	2%	30%
> CNc1c(NC(=O)COc2ccc(Cl)cc2)c(=O)oc2ccccc12
    64%	3%	-2&8	-9%	36%[activator]	-11%	7%	-1%	-1%
> Cc1ccc(NCc2nnc(SCC(=O)c3ccccc3)o2)c(C)c1
    9%	-3%	-2	?	-3%	-16%	0%	-7%	-11%
> CCOC(=O)C1CCCN(CC(=O)c2c[nH]c3ccc(C)cc23)C1 (stereo not given)
    -4%	-7%	-2	-17%	18%	-9%	-11%	-8%	5%
> CCOC(=O)c1[nH]c(COC(=O)CCOc2ccccc2OC)c(C(=O)OCC)c1C
    1%	0%	0	-10%	13%	-14%	-11%	3%	8%
> COc1ccc(NC(=O)CSc2nnc(C3CC3)n2C)cc1
    -1%	2%	-9	-1%	99%[activator]	-9%	4%	0%	21%
> COc1ccc(Cc2nnc(NC(=O)c3c(-c4ccccc4)noc3C)s2)cc1
    -1%	-2%	0	-10%	0%	-19%	0%	-7%	-11%
> CCCCC(c1nnnn1Cc1ccco1)N1CCN(C(=O)c2ccco2)CC1 (stereo not given)
    -2%	-3%	-4	-15%	-14%	-2%	-5%	-3%	26%
> Cc1ccc(/C=N/NC(=O)NC2CCCCC2)o1
    -1%	6%	-5	-15%	3%	6%	-5%	8%	-1%
> CCS(=O)(=O)c1ccc2oc(Nc3ccc(OC)c(OC)c3)nc2c1
    6%[12.4 µM]	0%	-1	-9%	11%	-28%	-9%	-10%	4%
> Cc1ccnc(SCCn2c(N3CC(C)CC(C)C3)nc3c2c(=O)n(C)c(=O)n3C)n1 (stereo not given)
    2%	-4%	-5	-8%	19%	-12%	-17%	0%	1%
> N#C/C(=C\c1ccncc1)c1ccc(NC(N)=O)cc1
    14%	10%	-6	57%[activator]	-4%	-4%	-10%	-3%	4%
> CNc1ccc(S(=O)(=O)NCC(=O)NCCCc2ccccc2)cc1[N+](=O)[O-]
    32%	-3%	-1	?	-18%	-11%	2%	1%	3%
> CCC(CC)c1nc(NCCC(=O)O)c2ccccc2n1
    -1%	2%	-4	-7%	24%	-6%	-4%	0%	20%
> COc1ccc(CN(C)C(=O)C2CCN(S(=O)(=O)c3cccs3)CC2)cc1F
    13%	-3%	-3	nt	1%	-23%	5%	nt	nt
> CN(C)c1nnnn1-c1ccc(OC(F)(F)F)cc1
    -1%	-2%	-11	-7%	4%	-16%	-4%	-9%	21%

Source: PubChem (National Center for Advancing Translational Sciences (NCATS))

The list is partial; rates above refer to the full screens.
